From PubChem BioAssay
USP7 block: blocks human USP7 ubiquitin-rhodamine cleavage; Q93009; purified USP7, Ub-rhodamine cleavage fluorescence; inhibition, % at 20 µM; 0.3% of 47,000 active
Target sequence (Q93009 whole entry, looked up): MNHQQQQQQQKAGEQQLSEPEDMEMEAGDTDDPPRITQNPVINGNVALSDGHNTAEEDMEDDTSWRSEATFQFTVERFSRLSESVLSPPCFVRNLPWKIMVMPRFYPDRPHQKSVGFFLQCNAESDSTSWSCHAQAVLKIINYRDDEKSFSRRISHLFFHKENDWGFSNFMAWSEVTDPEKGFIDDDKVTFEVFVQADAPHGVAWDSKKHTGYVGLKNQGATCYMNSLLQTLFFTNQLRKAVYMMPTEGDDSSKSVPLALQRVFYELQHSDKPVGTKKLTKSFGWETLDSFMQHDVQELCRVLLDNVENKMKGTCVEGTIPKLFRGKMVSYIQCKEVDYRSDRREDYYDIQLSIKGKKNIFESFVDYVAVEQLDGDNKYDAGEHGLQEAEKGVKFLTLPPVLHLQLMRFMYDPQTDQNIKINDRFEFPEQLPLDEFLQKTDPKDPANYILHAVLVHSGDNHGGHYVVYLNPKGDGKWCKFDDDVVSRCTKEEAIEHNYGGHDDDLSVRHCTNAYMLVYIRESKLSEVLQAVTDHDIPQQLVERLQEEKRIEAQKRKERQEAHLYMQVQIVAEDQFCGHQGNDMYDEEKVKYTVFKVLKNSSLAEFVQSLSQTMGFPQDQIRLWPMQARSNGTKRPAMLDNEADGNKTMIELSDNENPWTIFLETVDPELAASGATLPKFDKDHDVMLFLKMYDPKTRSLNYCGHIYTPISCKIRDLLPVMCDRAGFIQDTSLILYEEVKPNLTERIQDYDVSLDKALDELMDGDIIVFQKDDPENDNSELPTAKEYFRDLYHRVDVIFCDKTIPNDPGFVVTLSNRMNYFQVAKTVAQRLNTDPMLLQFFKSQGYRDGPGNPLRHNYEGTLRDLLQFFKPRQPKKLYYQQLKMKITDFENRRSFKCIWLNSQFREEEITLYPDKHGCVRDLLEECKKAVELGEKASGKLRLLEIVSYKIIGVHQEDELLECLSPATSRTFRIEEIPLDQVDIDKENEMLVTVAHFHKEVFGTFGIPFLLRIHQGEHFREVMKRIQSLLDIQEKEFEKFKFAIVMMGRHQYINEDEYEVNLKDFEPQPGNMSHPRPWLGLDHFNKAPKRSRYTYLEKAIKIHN
OTUD3 block: inhibitors of human OTUD3 deubiquitinase. AID 1645858. 0.7% of 47,000 active. inhibition, % at 25 µM. purified OTUD3, Ub-rhodamine fluorescence, 2 h
UCHL1 block: blocks human UCHL1 ubiquitin-rhodamine cleavage. inhibition, % at 20 µM. purified UCHL1, Ub-rhodamine cleavage fluorescence. 0.2% of 47,000 active. P09936
USP8 block: blocks human USP8 ubiquitin-rhodamine cleavage; P40818; purified USP8, Ub-rhodamine cleavage fluorescence, 30 min; inhibition, % at 20 µM; 4.2% of 47,000 active
USP17 inh: human USP17-like deubiquitinase inhibition | A8MUK1 | purified USP17, Ub-rhodamine cleavage fluorescence, 3 h | inhibition, % at 50 µM | 6.5% of 47,000 active | AID 1645855
USP28 inh: blocks human USP28 ubiquitin-rhodamine cleavage; purified USP28, Ub-rhodamine cleavage fluorescence, 30 min; inhibition, % at 25 µM; 3% of 47,000 active; AID 1645857
USP10 inh: human USP10 deubiquitinase inhibition; inhibition, % at 20 µM; purified USP10, Ub-rhodamine fluorescence, 60 min; AID 1645856; 1.1% of 47,000 active; Q14694
USP30 inh: blocks human USP30 ubiquitin-rhodamine cleavage. Q70CQ3. purified USP30, Ub-rhodamine cleavage fluorescence. inhibition, % at 25 µM. 5.3% of 47,000 active. AID 1645860
Starred values were filed as active, the others as inactive; . = no result given. No stated cut-off is given here; in the data, active means inhibition above about 30%; inactive means the rest.

SMILES | USP7 block | OTUD3 block | UCHL1 block | USP8 block | USP17 inh | USP28 inh | USP10 inh | USP30 inh
O=C(Nc1ccc2c(c1)OCCO2)N1CCC2(CC1)Nc1ccccc1-n1cccc12 | -0.3 | 10.1 | 6.3 | 0.3 | 14.1 | 19.3 | 4.6 | 21.5
COc1ccc(S(=O)(=O)N2CCN(c3nc(C)cc(N4CCOCC4)n3)CC2)cc1 | -4.9 | -6.4 | -3.4 | -6.7 | -21.6 | -23.5 | -1.3 | -19.5
O=C(CN(Cc1ccccc1)S(=O)(=O)c1ccccc1)NCc1ccccc1Cl | 0.3 | 11.6 | 6.4 | 3.9 | 7.6 | 7.0 | 11.8 | 12.3
COC(=O)C1C(c2ccccc2)C(C(=O)N2CCN(C)CC2)C1c1ccccc1 (stereo not drawn) | -1.0 | -2.2 | -1.5 | -9.1 | -0.6 | -2.9 | -0.8 | -8.9
CC(NC(=O)CNC(=O)c1ccc2c(c1)OCO2)c1cc2ccccc2o1 (stereo not drawn) | 5.6 | -3.3 | 1.1 | -29.5 | 42.0* | 14.4 | -0.3 | 2.8
COc1ccc(CN2C[C@H]3C[C@H](C(=O)NCC4CC4)[C@@H](C2)O3)cc1 | 0.6 | 7.8 | -0.9 | -6.6 | -0.1 | 11.8 | 0.8 | 5.1
CCN(CC)C(=O)c1cc2c(=O)n3cccc(C)c3nc2n1Cc1ccccc1 | . | 9.0 | 3.3 | 0.0 | 14.3 | 7.6 | 0.0 | -3.9
CC(C)N1C(=O)Cc2ccccc2C1C(=O)NCc1cccc(F)c1 (stereo not drawn) | -13.9 | 0.1 | 4.4 | 21.2 | 1.6 | -0.8 | -3.5 | -7.3
CC(C)Cn1c(=O)c2sccc2n2c(CCC(=O)NCCc3ccccc3)nnc12 | -4.9 | -3.2 | -0.7 | 0.6 | -2.1 | -3.9 | 0.0 | -6.0
O=C(NC1COC2(CCNCC2)C1)c1ccc(F)cc1 (stereo not drawn) | 0.0 | -0.7 | -2.1 | -166.4 | -31.8 | -14.1 | -0.3 | 1.2
CC1=C(c2ccc(F)cc2)S(=O)(=O)N=C1Nc1ccc(Cl)cc1 | 6.8 | 10.5 | 1.0 | 0.4 | 55.7* | 5.2 | 4.1 | 0.1
O=c1c(NCc2ccc(F)cc2)nccn1-c1ccc2c(c1)OCCO2 | -0.2 | 2.1 | 2.2 | -9.0 | -1.5 | 18.6 | 0.2 | 2.6
CCOc1ccc(NS(=O)(=O)c2ccc(NC(=O)c3ccccc3C(=O)O)cc2)cc1 | 1.2 | -5.6 | -5.8 | -3.7 | -12.8 | 0.0 | 2.8 | 3.6
C#CCOc1ccc2ccccc2c1CN1CCc2ccccc2C1 | -2.3 | 14.8 | 0.7 | 41.1* | 22.9 | 39.7* | -0.7 | 3.4
O=C(Nc1sc2c(c1-c1nc3ccccc3[nH]1)CCCC2)c1ccncc1 | 1.0 | -74.7 | -4.5 | 31.2* | 17.1 | -160.4 | -6.1 | -173.7
Cc1ccc2nc(C(=O)N3CCN(c4ccccn4)CC3)cn2c1 | 1.9 | 11.9 | 2.2 | 18.6 | 6.8 | 18.4 | 0.9 | 20.8
O=C(CSc1ccc2nnc(-c3ccncc3)n2n1)Nc1cccc(C(F)(F)F)c1 | -15.0 | -4.1 | -9.4 | 89.6* | 47.3* | -0.6 | -3.4 | -10.6
COc1ccc(-c2nc3c(C#N)c[nH]n3c2NC2CCCC2)c(OC)c1 | -1.2 | -8.0 | 2.0 | 3.1 | -4.4 | 4.4 | 5.2 | 0.9
COc1ccc(NC(=O)CNCCCn2ccnc2)cc1Cl | -0.2 | -4.1 | -2.6 | -10.9 | -16.5 | -7.9 | -4.3 | -32.0
COC(=O)c1cc(S(=O)(=O)N2CC=C(c3ccccc3)CC2)c(C)n1C | 13.0 | 0.4 | 3.9 | 8.5 | 5.9 | 1.8 | 1.6 | 3.7
CCOc1ccc(Nc2nc(CN3CCCC3)nc3sc(C)c(C)c23)cc1 | -12.5 | -3.4 | -2.6 | 3.1 | -1.8 | -0.7 | -1.6 | 7.0
CCc1ccc(S(=O)(=O)N2CCC3(CC2)COCCN(Cc2cccnc2)C3)cc1 | -3.9 | -5.0 | -2.6 | -40.2 | -13.8 | -9.0 | -0.1 | 0.1
Cc1c(-c2ccccc2)nn2c1NC(=O)CC2C(=O)Nc1ccc2c(c1)OCO2 (stereo not drawn) | 0.5 | -10.7 | 0.6 | 6.5 | 47.1* | -2.1 | 5.4 | -16.2
COC(=O)Cc1[nH]nc2c1C1(C(=O)Nc3ccccc31)C(C#N)=C(N)O2 (stereo not drawn) | -58.3 | 8.9 | 1.6 | 13.7 | -32.6 | -6.3 | 2.1 | -32.2
COc1ccc(-c2cc(C(F)F)n3ncc(C(=O)N4CCN(c5ccccc5)CC4)c3n2)cc1 | 2.9 | -3.1 | 4.9 | -0.6 | 0.7 | -3.1 | 6.1 | 7.3
Cc1ccc2c(c1C)NC(=O)[C@]21N2CCC[C@H]2[C@@H](C(=O)c2cc3ccccc3o2)[C@]12C(=O)Nc1ccccc12 | 0.3 | -14.5 | -0.4 | 21.2 | 43.8* | -11.0 | -6.7 | -17.7
Cc1ccc(NC(=O)Cn2c(=O)n(CC(=O)NCCc3ccccc3)c(=O)c3sccc32)cc1C | 18.6 | 1.0 | -0.3 | 50.4* | 23.1 | 10.6 | 40.3* | 46.8*
O=S(=O)(Nc1ncnc2sccc12)c1ccc2c(c1)OCCO2 | 1.8 | 1.8 | -3.7 | -0.3 | -2.0 | 0.0 | 0.0 | 2.2
Cc1ccc(CN2CC[C@H](c3nnc(-c4ccco4)o3)C2)o1 | -17.6 | -12.0 | -6.7 | -12.3 | -75.9 | -27.9 | -4.6 | -106.3
CCn1c(=O)[nH]c2ccc(Br)cc2c1=O | -2.7 | 6.8 | 1.9 | -0.4 | 5.9 | 2.9 | -0.6 | 15.0
COc1cccc(-c2cc3c(=O)n(Cc4nc(-c5ccc(F)cc5)no4)ccn3n2)c1 | -9.2 | -39.2 | -11.4 | -15.9 | -50.5 | -62.0 | -2.7 | -427.1
O=C(NCc1ccccc1F)c1csc(C(=O)N2CCCC2)n1 | -0.8 | -2.2 | -1.3 | -5.3 | 1.1 | 0.2 | 0.0 | 2.2
Cc1cc(OCC(=O)Nc2ccccc2F)nc(N2CCCCC2)n1 | -9.2 | 4.8 | -0.7 | -1.1 | 20.7 | -1.1 | 0.7 | 1.2
COc1ccccc1-c1cnn2c1NC(=O)CC2C(=O)Nc1ccc2c(c1)OCO2 (stereo not drawn) | 0.5 | -9.2 | -4.7 | 13.7 | -27.2 | -14.6 | -1.7 | -67.1
CCN(c1ccccc1)S(=O)(=O)N1CCCC(C(=O)NCc2ccc(F)cc2)C1 (stereo not drawn) | -4.8 | 3.3 | 0.8 | 12.2 | . | 6.2 | 0.9 | 6.7
CC(=O)NC(Cc1ccc(F)c(F)c1)C(=O)NC1CCN(c2c(Cc3ccccc3)c(C)nc3ncnn23)CC1 (stereo not drawn) | . | -2.2 | -1.4 | -2.9 | -8.0 | -6.7 | -2.2 | 5.9

Quoted at random: two entries already listed.
SMILES | USP7 block | OTUD3 block | UCHL1 block | USP8 block | USP17 inh | USP28 inh | USP10 inh | USP30 inh
COc1cccc(-c2cc3c(=O)n(Cc4nc(-c5ccc(F)cc5)no4)ccn3n2)c1 | -9.2 | -39.2 | -11.4 | -15.9 | -50.5 | -62.0 | -2.7 | -427.1
Cc1ccc(NC(=O)Cn2c(=O)n(CC(=O)NCCc3ccccc3)c(=O)c3sccc32)cc1C | 18.6 | 1.0 | -0.3 | 50.4* | 23.1 | 10.6 | 40.3* | 46.8*

(continued)
SMILES | USP7 block | OTUD3 block | UCHL1 block | USP8 block | USP17 inh | USP28 inh | USP10 inh | USP30 inh
Cn1cccc1/C(C#N)=C\c1ccc2c(c1)OCO2 | -7.5 | -12.0 | 12.5 | 76.2* | 26.6 | -29.2 | -3.7 | -182.3
O=S1(=O)NC(C2CCN(Cc3ccco3)CC2)Nc2ccccc21 (stereo not drawn) | -1.2 | 14.2 | 0.0 | -8.7 | 5.2 | 7.8 | 0.0 | -0.8
CCN1CCN(C(=O)CCCN(c2ccccc2)S(C)(=O)=O)CC1 | 1.5 | 15.2 | 1.1 | 2.9 | 62.1* | 22.1 | 1.8 | 35.0*
CC(=O)c1ccccc1NC(=O)Cc1ccc(-c2ccccc2)cc1 | 4.6 | -64.5 | 1.6 | -11.6 | -11.6 | -12.2 | -3.0 | -273.6
CC(Oc1ccccc1)C(=O)N1CCC(Cc2ccccc2)CC1 (stereo not drawn) | -1.2 | 2.4 | -0.6 | -11.9 | -0.1 | 0.0 | 1.7 | 7.5
CCN(CC)C(=O)c1sc(NC(=O)c2cnccn2)c(C#N)c1C | 2.4 | 0.0 | -1.5 | -35.8 | -8.3 | 3.4 | -3.2 | -2.4
O=C(Cc1ccccc1F)N1CCC([C@@H]2C[C@H](C(F)F)n3ncnc3N2)CC1 | 1.4 | 3.7 | -2.5 | -60.8 | -12.1 | -4.7 | 0.5 | 2.1
COc1ccc(C)cc1S(=O)(=O)NCC12CC3CC(CC(C3)C1)C2 | 6.2 | 22.3 | 10.1 | 14.2 | 9.8 | 20.9 | 9.2 | 25.1
CNc1ccc(-c2noc([C@@H]3CCCN3C3CCN(C(C)=O)CC3)n2)cn1 | 1.2 | -7.7 | -2.4 | 0.0 | -16.5 | -6.7 | -4.1 | -4.1
Cc1ccc(-c2cnc(N(C)Cc3ccccc3)nc2)cc1 | -1.7 | 1.0 | 4.1 | 13.0 | 14.3 | 2.8 | 0.6 | 0.2
O=C(N[C@@H](Cc1ccccc1)C(=O)Nc1ccc2c(c1)OCCO2)c1cccnc1 | -6.9 | 0.0 | 0.4 | 7.2 | 5.8 | 3.0 | 0.6 | 9.1
COc1ccccc1CNC(=O)CCc1c(C)nc2nc(C)nn2c1C | 0.2 | -4.8 | -1.2 | 9.4 | 0.0 | -3.7 | -0.1 | -2.2
CC(=O)Nc1ccc(S(=O)(=O)N2CCC(CC(=O)NCc3ccc(F)cc3)CC2)cc1 | 3.3 | 13.2 | -1.6 | 1.2 | 9.4 | 4.6 | 0.2 | 21.5
Cc1ccc(C(=O)OCC(=O)NCC2CCCCC2)c(O)c1 | -0.7 | -0.4 | -4.3 | 0.5 | -2.3 | 0.6 | -1.3 | -6.0
O=C(Cc1ccc(Cl)cc1)Nc1ccccc1N1CCCCC1 | 4.0 | 5.6 | 6.1 | 10.6 | 7.4 | 6.3 | 4.5 | 8.3
O=C(c1ccccc1)C1CCN(C(=O)c2c(F)cccc2F)CC1 | -8.2 | 0.1 | -0.1 | 1.9 | 0.7 | -5.5 | -1.4 | 6.7
Cc1c(C)n(-c2ccc(Br)cn2)c2ncnc(NCCCO)c12 | -1.8 | 1.3 | -0.7 | -11.3 | 3.8 | 4.3 | -1.9 | 59.5*
Cc1cc(C)cc(N2CCCn3c2nc2c3c(=O)n(Cc3cccc4ccccc34)c(=O)n2C)c1 | -3.0 | -5.4 | 2.6 | -53.4 | -5.3 | -6.9 | 4.0 | -5.4

Entries listed so far that have an aryl methoxy group (9):
SMILES | USP7 block | OTUD3 block | UCHL1 block | USP8 block | USP17 inh | USP28 inh | USP10 inh | USP30 inh
COc1ccc(S(=O)(=O)N2CCN(c3nc(C)cc(N4CCOCC4)n3)CC2)cc1 | -4.9 | -6.4 | -3.4 | -6.7 | -21.6 | -23.5 | -1.3 | -19.5
COc1ccc(CN2C[C@H]3C[C@H](C(=O)NCC4CC4)[C@@H](C2)O3)cc1 | 0.6 | 7.8 | -0.9 | -6.6 | -0.1 | 11.8 | 0.8 | 5.1
COc1ccc(-c2nc3c(C#N)c[nH]n3c2NC2CCCC2)c(OC)c1 | -1.2 | -8.0 | 2.0 | 3.1 | -4.4 | 4.4 | 5.2 | 0.9
COc1ccc(NC(=O)CNCCCn2ccnc2)cc1Cl | -0.2 | -4.1 | -2.6 | -10.9 | -16.5 | -7.9 | -4.3 | -32.0
COc1ccc(-c2cc(C(F)F)n3ncc(C(=O)N4CCN(c5ccccc5)CC4)c3n2)cc1 | 2.9 | -3.1 | 4.9 | -0.6 | 0.7 | -3.1 | 6.1 | 7.3
COc1cccc(-c2cc3c(=O)n(Cc4nc(-c5ccc(F)cc5)no4)ccn3n2)c1 | -9.2 | -39.2 | -11.4 | -15.9 | -50.5 | -62.0 | -2.7 | -427.1
COc1ccccc1-c1cnn2c1NC(=O)CC2C(=O)Nc1ccc2c(c1)OCO2 (stereo not drawn) | 0.5 | -9.2 | -4.7 | 13.7 | -27.2 | -14.6 | -1.7 | -67.1
COc1ccc(C)cc1S(=O)(=O)NCC12CC3CC(CC(C3)C1)C2 | 6.2 | 22.3 | 10.1 | 14.2 | 9.8 | 20.9 | 9.2 | 25.1
COc1ccccc1CNC(=O)CCc1c(C)nc2nc(C)nn2c1C | 0.2 | -4.8 | -1.2 | 9.4 | 0.0 | -3.7 | -0.1 | -2.2
